Compound activity (PubChem BioAssay)
Scp-1 inhibitor = Scp-1 (human) phosphatase inhibition; 340,000 tested, 0.88% active; Recombinant Scp1, phosphopeptide, malachite green phosphate absorbance; inhibition, % at 20 µM; AID 493091; Q9GZU7;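 active = inhibition above about 50% at 20 µM, limit read from the data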;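 also: plate controls were DMSO wells with enzyme for no effect and wells lacking enzyme for full effect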
Target sequence (Q9GZU7 76-261 limits assumed): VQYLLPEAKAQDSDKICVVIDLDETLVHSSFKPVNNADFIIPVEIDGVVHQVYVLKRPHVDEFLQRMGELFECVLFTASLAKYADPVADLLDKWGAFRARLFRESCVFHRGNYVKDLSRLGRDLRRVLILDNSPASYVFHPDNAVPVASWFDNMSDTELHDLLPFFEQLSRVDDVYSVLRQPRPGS
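System: truncated SCP-1 phosphatase (76-261aa); medium: Tris acetate buffer pH 5.5 with MgCl2 and Tween-20; incubation: 45 min room-temperature reaction, 5 min colour, 30 min stabiliser; compound: single 20 µM dose, 1% DMSO; reagent: Phosphorylated 17-residue peptide substrate; read-out: % inhibition at 20 µM; technique: colorimetric free-phosphate detection, absorbance 630 nm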
PABP1 MLLE inh = blocks PAM2 peptide binding to the PABP1 MLLE domain | 360,000 tested, 0.36% active | inhibition, % at 20 µM | P11940 | GST-MLLE / FITC-PAM2 fluorescence polarization; in the data active = inhibition above about 35%, passing the limit was not always enough;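 also: plate controls were DMSO wells with GST-MLLE for no effect and wells lacking GST-MLLE protein for full effect; some results filed as inactive read as strong as hits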
Target sequence (P11940 whole entry, looked up, the tested form may be a part): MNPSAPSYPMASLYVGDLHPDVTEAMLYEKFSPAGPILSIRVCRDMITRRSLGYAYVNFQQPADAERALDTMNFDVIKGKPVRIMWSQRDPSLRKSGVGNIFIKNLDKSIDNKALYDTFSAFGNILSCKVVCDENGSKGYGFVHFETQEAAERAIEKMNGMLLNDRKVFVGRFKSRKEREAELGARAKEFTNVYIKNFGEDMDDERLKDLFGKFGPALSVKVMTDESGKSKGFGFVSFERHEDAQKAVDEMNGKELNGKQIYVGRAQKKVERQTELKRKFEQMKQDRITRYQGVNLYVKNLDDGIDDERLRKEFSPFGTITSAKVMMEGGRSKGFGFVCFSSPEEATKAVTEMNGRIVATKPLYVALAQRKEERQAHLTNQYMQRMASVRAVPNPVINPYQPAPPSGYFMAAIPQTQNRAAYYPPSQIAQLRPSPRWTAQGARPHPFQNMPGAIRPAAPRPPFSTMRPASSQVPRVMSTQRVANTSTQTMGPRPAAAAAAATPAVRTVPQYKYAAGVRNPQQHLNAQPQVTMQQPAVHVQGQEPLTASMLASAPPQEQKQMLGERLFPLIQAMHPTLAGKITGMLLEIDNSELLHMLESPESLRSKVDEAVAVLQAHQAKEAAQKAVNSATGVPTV
NadD inh = inhibitors of Staphylococcus aureus NadD. purified NadD enzyme, colorimetric absorbance read-out. inhibition, % at 20 µM. 360,000 tested, 0.78% active; in the data active = inhibition above about 26%; also: some compounds past the cut are filed as inactive
Tb MetRS inh = Trypanosoma brucei MetRS inhibition | purified T. brucei MetRS, ATP depletion, Kinase-Glo luminescence | inhibition, % at 11.9 µM | 360,000 tested, 0.4% active;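 active = inhibition above a per-plate cutoff of the control wells' mean inhibition plus 3 SD, cut at about 5.5% in these data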;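 also: 0% = DMSO wells median and 100% = median of wells with control inhibitor compound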
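Material: T. brucei methionyl-tRNA synthetase, purified; reagent: substrates ATP, L-methionine and bulk Escherichia coli tRNA; dosing: 11.9 µM single point; timing: 15 min plus 2 h at 25 °C; detection: luminescence of leftover ATP; evaluation: % inhibition; control set: DMSO-only wells as low control; replicates: singlicate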
LMPTP block = LMPTP (human) inhibition | recombinant LMPTP-A, OMFP fluorogenic substrate, fluorescence intensity | inhibition, % at 20 µM | 360,000 tested, 0.22% active | AID 651560;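 active = compounds that cut the enzyme signal by at least half of the control window in the single-dose screen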;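 also: plate controls were DMSO wells with enzyme plus substrate for no effect and substrate without enzyme for full effect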
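Material: LMPTP-A; amount: 0.625 nM enzyme; doses: single 20 µM dose; times: reaction 50 min, room temperature, dark; technique: fluorescence intensity of OMFP turnover product; benchmarks: no-enzyme and uninhibited controls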
CSN inh = inhibitors of human CSN-mediated cullin deneddylation; inhibition, % at 12.5 µM; 360,000 tested, 0.38% active; Purified CSN, SCF-Nedd8-OG deneddylation, fluorescence polarization; AID 651999;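 active = pattern-corrected inhibition above about 35%, with an unprinted fluorescence ratio check between 0.5 and 1.5, limit read from the data, passing the limit was not always enough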;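 also: 0% = enzyme with substrate and 100% = substrate without enzyme; some results filed as inactive read as strong as hits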
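Material: purified human Csn5 enzyme expressed in HEK293T cells / Medium: Tris buffer pH 7.5, NaCl, DTT, Tween-20, trehalose, ovalbumin / Compound dosing: 12.5 µM single point / Schedule: 90 min incubation of compound, enzyme and substrate at room temperature / Signal: fluorescence polarization of the substrate / Control set: no-enzyme wells high, enzyme-with-substrate wells low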
Rpn11 block = Rpn11 (human) deubiquitinase inhibition | O00487 | human 26S proteasome, Ub4-pepOG fluorescence polarization; 20S core pre-blocked with epoxomicin | calls only at 20 µM | 360,000 tested, 0.59% active | AID 588493;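 active = inhibition at 20 µM, scaled to each plate's controls, above about 33%, limit read from the data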
SUMO1-SIM PPI = SUMO1-SIM interaction modulation; P63165; inhibition, % at 20 µM; SUMO1 binding to a labelled peptide, TR-FRET, 1 h; 360,000 tested, 0.33% active; in the data active = inhibition above about 37%
Target sequence (P63165 whole entry, looked up): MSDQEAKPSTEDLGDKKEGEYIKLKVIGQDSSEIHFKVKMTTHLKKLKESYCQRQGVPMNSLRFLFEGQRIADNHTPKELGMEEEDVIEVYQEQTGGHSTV
STEP inh = inhibitors of human striatal-enriched phosphatase STEP. inhibition, % at 20 µM. AID 588621. 360,000 tested, 0.25% active. P54829. recombinant STEP, OMFP fluorogenic substrate, fluorescence;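 active = inhibition at 20 µM, scaled per plate between control wells, above about 37%, limit read from the data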;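 also: 0% = DMSO with enzyme and substrate and 100% = substrate only without enzyme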
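Assay system: isolated STEP enzyme. Buffer or medium: pH 6.0 Bis-Tris with DTT and Tween 20. Also added: fluorogenic phosphatase substrate OMFP at 25 µM final. Dosing: 20 µM, 1% DMSO. Timing: 20 min reaction, room temperature, in the dark. Measured by: fluorescence intensity, excitation 480 nm, emission 540 nm. Evaluation: normalized % inhibition.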
DNMT1 inh = DNMT1 (human) enzyme inhibition. P26358. DNMT1 molecular beacon, Hinp1I cleavage, fluorescence. inhibition (reported as % activation of signal), % at 10 µM. 360,000 tested, 0.83% active; in the data active = inhibition above about 50%
* = called active by the depositor; i = inactive; / = not tested or not shown; + = active, no number; & = joins results of further samples.

SMILES	Scp-1 inhibitor	PABP1 MLLE inh	NadD inh	Tb MetRS inh	LMPTP block	CSN inh	Rpn11 block	SUMO1-SIM PPI	STEP inh	DNMT1 inh
CCCCCCCCc1nnc(NC(=O)c2ccco2)s1	22	0	0	-1.3	3.8	1	i	0	3	113*
COc1ccc(C(=O)NC(C)c2ccc(-n3ccnc3)cc2)c(OC)c1OC (stereo not drawn)	-12	-3	4	-0.2	-7.4	-1	i	-5	0	1
Cc1ccc(C(C)C)c(OCc2nnc3n2CCCCC3)c1	-8	-4	1	-0.2	-0.8	-4	i	-2	-2	2
Cc1cccc(-c2nnc(SC(C)C(=O)N3CCOCC3)o2)c1 (stereo not drawn)	-8	-4	0	-0.2	-0.5	7	i	-2	-2	-1
COc1ccc(C(=O)NC2CCSc3ccccc32)cc1F (stereo not drawn)	-4	9	1	-0.4	0.1	0	i	1	1	-2
CCN(CC)C(=O)c1nn(-c2ccccc2)c2c1C1CCC2(C)C1(C)C (stereo not drawn)	-4	-19	-1	0.0	0.8	-3	i	-1	1	-2
Cc1cc(C(=O)CSc2nc(N)cc(N)n2)c(C)n1CC1CCCO1 (stereo not drawn)	-2	3	2	-0.2	5.2	-7	i	-6	0	-2
CC(NC(=O)CCn1c(=S)[nH]c2ccsc2c1=O)c1ccccc1 (stereo not drawn)	-3	-28	-4	-0.5	0.5	-7	i	1	-4	1
CCOC(=O)Cc1csc(NS(=O)(=O)c2ccc(F)cc2)n1	-7	4	1	-0.6	-1.6	1	i	-1	-5	1
CCc1cc2ccccc2nc1SCC(=O)Nc1cc(C)on1	-7	-2	-2	-0.9	-2.4	4	i	0	-4	3
Cc1ccccc1C(=O)Nc1cccc(C(=O)N/N=C/c2cc(Cl)cc([N+](=O)[O-])c2O)c1	-4	-12	28	-0.1	4.3	2	i	9	1	-7
C[C@@]12C(=O)N(c3cccc(Br)c3)C(=O)N1[C@H](c1ccc(Cl)cc1)[C@@H]1C(=O)N(C3CCCCC3)C(=O)[C@@H]12	-20	0	13	-0.3	2.6	-3	i	2	-4	-26
CCN1C2=NCCCN2c2cc(C)c(C)cc21	1	-1	-3	0.0	1.2	-2	i	0	-4	-1
CN(c1nc2ccccc2n2c(-c3ccco3)nnc12)S(=O)(=O)c1ccccc1	-3	-7	1	-1.2	-1.1	-2	i	9	1	4
Cc1cc(C)c(C#N)c(Oc2ccccc2)n1	-10	6	-3	-0.4	-1.3	0	i	2	-2	2
Cc1ccccc1NC(=O)c1ccc(N/N=C/c2ccccc2O)c([N+](=O)[O-])c1	7	-5	10	-1.0	-1.9	6	i	-14	-3	44
Cc1cc(C)nc(/N=C(\N)N2CCCCC2)n1	-1	-3	4	0.1	-1.4	0	i	1	3	-2
C=CCN(CC=C)C(=O)C1CCC(C(=O)N(CC=C)CC=C)CC1 (stereo not drawn)	-11	0	7	-0.4	-1.2	0	i	-2	7	4
Cc1cc(C)c2sc(N(CCCN(C)C)C(=O)c3ccc(S(=O)(=O)N4CCCc5ccccc54)cc3)nc2c1	6	-13	0	-0.7	-2.6	-3	i	-44	2	5
O=C1CCCc2nc(N3CCN(c4ccccc4)CC3)ncc21	-3	4	-6	-0.6	0.0	-5	i	-4	1	5
CC(/C=N/n1c(-c2ccc(Cl)cc2)n[nH]c1=S)=C\c1ccco1	-5	-37	10	0.2	1.6	12	i	3	0	4
COc1cc(C)c(Cl)c(C)c1S(=O)(=O)NC1CC(C)(C)NC(C)(C)C1	-3	7	-4	0.4	1.4	3	i	3	3	-4
O=C(O)c1ccc(Cl)c(S(=O)(=O)NCC2CCCO2)c1 (stereo not drawn)	10	-4	-6	0.2	-0.8	-6	i	5	2	2
CC(=O)C1=C(O)C(=O)N(c2ccc(Br)cn2)C1c1ccc(F)cc1 (stereo not drawn)	3	-3	2	0.3	-0.5	2	i	-5	-2	5
CC(=O)NC(C)(CC(=O)c1ccccc1)c1ccccc1 (stereo not drawn)	1	4	-2	-0.6	0.6	-5	i	2	0	0
Cc1ccc(S(=O)(=O)N2CCCCC2)cc1NC(=O)COC(=O)CN1C(=O)NC2(CC(C)CC(C)(C)C2)C1=O (stereo not drawn)	-10	8	-4	-0.4	-0.4	-1	i	2	-2	0
CSc1nc2cc(Cl)ccc2s1	-5	6	-1	-0.4	-1.3	-1	i	4	0	6
CCCCn1c(N)c(N(CCOC)C(=O)c2oc3c(Cl)cccc3c2C)c(=O)[nH]c1=O	/	-40	4	0.2	-0.5	-4	i	-4	3	-1
CCCCn1c(N)c(N(CC(C)C)C(=O)C2=COCCO2)c(=O)[nH]c1=O	4	25	-3	-0.7	-0.5	0	i	-1	1	-3
O=C(Nc1ccc2c(c1)OCO2)c1ccc2nc[nH]c2c1	-5	3	-2	-1.0	-0.1	2	i	7	-3	-22
O=C(CN1CCN(Cc2ccccc2)CC1)Nc1ccccc1-c1ccccc1	7	-1	-15	-0.3	-1.3	5	i	-2	-2	0
CC(=O)Nc1ccc(S(=O)(=O)NCCC(=O)OCC(=O)c2cc(C)ccc2C)cc1	-6	3	0	-0.5	1.0	4	i	8	2	-3
CCNC(=S)N1CCc2cc(OC)c(OC)cc2C1COc1ccc(F)cc1 (stereo not drawn)	-9	-124	-9	0.0	0.5	-1	i	3	0	2
COc1cccc(/C=N/NC(=O)c2cc3cc([N+](=O)[O-])ccc3s2)c1O	45	-17	43*	0.0	88*	120	+	0	97*	99*
COc1cc(S(=O)(=O)NCCOC23CC4CC(CC(C4)C2)C3)c(OC)cc1Cl	-7	11	-6	-0.6	-0.1	-3	i	2	1	107*
O=C(Oc1ccc(Cl)cc1)c1ccc2nccnc2c1	-2	-15	2	0.1	1.4	2	i	-19	2	-7
CCOC(=O)c1ccc(NC(=O)COC)cc1	-5	5	1	0.6	-0.3	-4	i	-2	-1	-4
O=[N+]([O-])c1cc(S(=O)(=O)Nc2cccc(Cl)c2)ccc1N=Nc1c(O)[nH]c2ccccc12	52*	-4	61*	0.1	11	9	i	4	3	56*
Cc1cccc(NC(=S)NCc2ccco2)c1C	-5	10	-6	0.2	-1.0	-2	i	1	-3	1
COc1cc(NC(=O)CN2CCN(c3ccccc3F)CC2)cc(OC)c1	-7	-10	5	-0.9	-2.4	1	i	0	-2	-5
O=c1c2c3c(sc2n(CCN2CCOCC2)c(=O)n1Cc1ccco1)CCCCC3	5	-7	4	-1.8	-2.0	2	i	5	-1	1
COc1ccc(C(=O)NCC(=O)OCC(=O)N2CCN(S(=O)(=O)c3ccccc3)CC2)cc1	2	-7	0	-0.9	-2.1	-8	i	1	-3	1
Cc1ccc(OC(=O)c2cccc(S(=O)(=O)N3CCN(C)CC3)c2)c(Br)c1	-5	-2	-14	-0.2	-0.1	2	i	-2	-1	-3
O=C(NCc1ccccc1)C1CCCN(c2ncnc3c2nc2n3CCCCC2)C1 (stereo not drawn)	3	7	4	-1.0	-0.4	-4	i	0	-1	-3
COc1ccc(CN(C(=O)c2ccccc2Br)C2CCS(=O)(=O)C2)cc1 (stereo not drawn)	-4	-8	-8	-0.1	-2.2	-1	i	-3	-2	-4
Cc1nc2c3cc(Cl)ccc3n(CCN3CCCCC3)c2s1	-11	-19	-8	-0.7	0.0	-1	i	-3	4	17
Cc1ccc2c(=O)n3c(nc2c1)C(C)NC(=O)c1cccnc1-3 (stereo not drawn)	/	1	-4	0.6	-2.1	-3	i	2	5	2
CCOC(=O)N1CCN(CCC(=O)Nc2cccc(Br)c2)CC1	-10&1	-14&7	-4&-5	-0.4&-0.8	-1.2&-0.6	5&-4	i	2&3	-2&0	2&1
CCOc1ccc(/C=N/NC(=O)Nc2ccccc2)cc1	-4	12	-11	-0.4	0.0	-7	i	-7	-2	-8
CC1CC(C)(C)NC(=S)N1CCCC(=O)Nc1ccc(Br)cc1 (stereo not drawn)	13	-81	6	1.7	-0.3	1	i	1	-3	13
O=C(/C=N/O)Nc1ccc2sc3ccccc3c2c1	-10	-4	-4	4.6	2.0	2	i	-2	0	-21

9 compounds out of the list, ordered by length of the SMILES, descending.
SMILES	Scp-1 inhibitor	PABP1 MLLE inh	NadD inh	Tb MetRS inh	LMPTP block	CSN inh	Rpn11 block	SUMO1-SIM PPI	STEP inh	DNMT1 inh
Cc1ccc(OC(=O)c2cccc(S(=O)(=O)N3CCN(C)CC3)c2)c(Br)c1	-5	-2	-14	-0.2	-0.1	2	i	-2	-1	-3
COc1ccc(CN(C(=O)c2ccccc2Br)C2CCS(=O)(=O)C2)cc1 (stereo not drawn)	-4	-8	-8	-0.1	-2.2	-1	i	-3	-2	-4
O=C(NCc1ccccc1)C1CCCN(c2ncnc3c2nc2n3CCCCC2)C1 (stereo not drawn)	3	7	4	-1.0	-0.4	-4	i	0	-1	-3
Cc1ccc2c(=O)n3c(nc2c1)C(C)NC(=O)c1cccnc1-3 (stereo not drawn)	/	1	-4	0.6	-2.1	-3	i	2	5	2
CC1CC(C)(C)NC(=S)N1CCCC(=O)Nc1ccc(Br)cc1 (stereo not drawn)	13	-81	6	1.7	-0.3	1	i	1	-3	13
CCOC(=O)N1CCN(CCC(=O)Nc2cccc(Br)c2)CC1	-10&1	-14&7	-4&-5	-0.4&-0.8	-1.2&-0.6	5&-4	i	2&3	-2&0	2&1
Cc1nc2c3cc(Cl)ccc3n(CCN3CCCCC3)c2s1	-11	-19	-8	-0.7	0.0	-1	i	-3	4	17
CCOc1ccc(/C=N/NC(=O)Nc2ccccc2)cc1	-4	12	-11	-0.4	0.0	-7	i	-7	-2	-8
O=C(/C=N/O)Nc1ccc2sc3ccccc3c2c1	-10	-4	-4	4.6	2.0	2	i	-2	0	-21

Compounds were not picked by outcome; any-hit rate near 3.6%.
